# Luciferase inh: blocks Photinus pyralis firefly luciferase activity; Potency, µM (doses to about 57.1 µM), without a hit: at the highest dose activity change, negative = inhibition, usual class: inhibitors; actives 2.2% (n = 72,000); AID 411; purified firefly luciferase, luminescence, 8 min; further: potency means the concentration at half of the fitted maximal effect; on the % scale 0 is the no-effect control and ±100 the full control effect; nearly all actives have a fitted effect of over 40% in size
#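 Compounds were tested as concentration series (qHTS) against purified P. pyralis luciferase with luciferin and 10 uM ATP in 50 mM imidazole pH 7.2, 50 mM KCl, 7 mM MgCl2, 0.01% Tween 20, 0.05% BSA. Luminescence was read after 8 min at ambient temperature.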
# A350 autofl: A350 region autofluorescence. actives 11% (n = 59,000). Compound autofluorescence, 340/450 nm, Alexa 350 dye-equivalents; stronger effect = higher value. max dye-equivalent concentration, M. AID 590; in the data active means max dye-equivalent concentration above about 10 nM; inconclusive means mostly about 1.1 nM to 9.6 nM
# BRCT inh green: blocks human BRCA1 BRCT binding to phosphopeptide, green readout. AID 875. P38398. actives 0.05% (n = 75,000). Potency, µM (titrated, usually from 76.9 µM), for inactives: top-dose activity change, negative = inhibition, usual class: inhibitors. BRCA1 BRCT-phosphopeptide binding, green fluorescence polarization;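 further: potency means the concentration at half of the fitted maximal effect; plate controls were peptide without protein for full effect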
#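 Fluorescence polarization: His-tagged BRCT (~35 kDa BRCA1 C-terminus, 250 nM) bound to 100 nM fluorescein-labeled phosphorylated 10-aa BACH1 peptide, pH 7.3 phosphate buffer with DTT and Tween 20. Compounds incubated 12 min at room temperature; inhibition read as lowered polarization.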
# CRE-bla Fsk: CRE-bla signaling modulation under forskolin stimulation | CHO CRE-bla reporter (cAMP response element driving beta-lactamase), forskolin EC10, beta-lactamase ratio | Potency, µM (top dose mostly 38.2 µM), for the others: at the highest dose activity change, negative = inhibition, usual class: activators | actives 2.5% (n = 71,000); active means well fitted activation curve with a large enough effect in the signal ratio, with a control signal flat, not every such curve was filed as active; inconclusive means small, poorly fitted or top-dose-only effect, or effect the other way, or a change in a side signal; the % refers to the signal ratio; further: potency means the concentration at half of the fitted maximal effect; % of control where 0% means no effect
#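 Modulation of forskolin-driven signalling is measured in CHO cells carrying a CRE-controlled beta-lactamase reporter. Cells are stimulated with EC10 NKH 477 in the presence of titrated compound for 3 h at 37 °C, then loaded with CCF4 for 2 h at room temperature.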
# HEK293 cAMP ctrl: parental HEK293 cAMP activation (counter-screen) | Potency, µM (titrated, usually from 57.1 µM), without a hit: top-dose activation, most hits filed as activators | parental HEK293 CNG cAMP sensor, membrane potential fluorescence | actives 2.5% (n = 73,000); further: potency means the concentration at half of the fitted maximal effect; % of control where 0% means no effect; nearly all actives have a fitted effect of over 55% in size
#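 Parental HEK 293 cells stably expressing a modified CNG channel (no TSHR) report cAMP rise as membrane depolarization. Membrane potential dye with 100 uM RO 20-1724 was loaded for 60 min at room temperature, then compound added for 30 min; fluorescence read at 590 nm.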
# BRCT inh red: BRCT-phosphoprotein interaction inhibition (red fluorophore); P38398; BRCT-phosphopeptide binding, red fluorescence polarization; Potency, µM (top dose mostly 76.9 µM), without a hit: top-dose activity change, negative = inhibition, actives largely listed as inhibitors; actives 0.03% (n = 75,000); AID 892; further: on the % scale 0 is the no-effect control and ±100 the full control effect
#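 Fluorescence polarization: 100 nM His-tagged BRCA1 BRCT with 100 nM TAMRA-labelled phospho-BACH1 decapeptide, phosphate buffer pH 7.3 with 150 mM NaCl, DTT, 0.01% Tween 20; 12 min RT. Binding inhibition seen as FP decrease.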
# Tau filament bind: binders of human tau filaments. actives 2% (n = 71,000). Potency, µM (doses to about 57.1 µM), for inactives: at the highest dose activity change, negative = inhibition. recombinant tau filaments, thioflavin S fluorescence, 15 h; filaments grown with octadecylsulfate alongside compound. P10636;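 further: potency means the concentration at half of the fitted maximal effect; on the % scale 0 is the no-effect control and ±100 the full control effect; actives lower thioflavin S fluorescence by blocking filaments or displacing dye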
# Target sequence (P10636 whole entry, looked up): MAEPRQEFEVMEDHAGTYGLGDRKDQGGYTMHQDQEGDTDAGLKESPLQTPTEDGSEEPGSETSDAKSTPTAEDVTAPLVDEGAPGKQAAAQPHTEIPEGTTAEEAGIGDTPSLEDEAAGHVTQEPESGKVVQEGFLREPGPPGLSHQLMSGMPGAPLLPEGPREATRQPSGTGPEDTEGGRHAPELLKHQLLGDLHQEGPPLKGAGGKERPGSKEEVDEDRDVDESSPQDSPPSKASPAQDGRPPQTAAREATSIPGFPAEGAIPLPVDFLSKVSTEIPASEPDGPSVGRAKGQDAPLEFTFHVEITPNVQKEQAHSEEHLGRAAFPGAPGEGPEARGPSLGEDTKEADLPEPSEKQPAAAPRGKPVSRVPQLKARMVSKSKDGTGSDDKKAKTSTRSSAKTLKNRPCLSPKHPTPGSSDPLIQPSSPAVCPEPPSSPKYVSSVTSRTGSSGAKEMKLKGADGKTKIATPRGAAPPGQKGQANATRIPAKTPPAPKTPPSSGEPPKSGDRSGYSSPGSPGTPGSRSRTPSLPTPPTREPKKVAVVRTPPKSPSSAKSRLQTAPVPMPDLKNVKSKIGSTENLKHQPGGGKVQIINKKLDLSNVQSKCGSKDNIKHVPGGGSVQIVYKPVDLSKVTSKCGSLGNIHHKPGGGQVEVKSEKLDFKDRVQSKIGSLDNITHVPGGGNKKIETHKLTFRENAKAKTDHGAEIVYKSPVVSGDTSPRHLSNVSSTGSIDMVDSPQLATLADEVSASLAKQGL
#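 Quantitative HTS: thioflavine S signal from ODS-induced tau filaments, excited at 450 nm, emission 510 nm. Conditions: 1 uM tau, 30 uM ODS, 15 h at 37 C, pH 7.4.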
# Casp7 inh: blocks human caspase-7 allosterically or competitively | actives 0.02% (n = 75,000) | Potency, µM (doses to about 57.5 µM), for inactives: at the top dose activity change, negative = inhibition, usual class: inhibitors | AID 889 | recombinant caspase-7, Ac-DEVD-AFC fluorescence rate; active means well fitted inhibition curve with a large enough effect in the main read-out, with a control signal flat, not every such curve was filed as active; inconclusive means small, poorly fitted or top-dose-only effect, or a change in a side signal; further: potency means the concentration at half of the fitted maximal effect; % of control where 0% means no effect
# Target sequence (P55210 24-198 limits assumed): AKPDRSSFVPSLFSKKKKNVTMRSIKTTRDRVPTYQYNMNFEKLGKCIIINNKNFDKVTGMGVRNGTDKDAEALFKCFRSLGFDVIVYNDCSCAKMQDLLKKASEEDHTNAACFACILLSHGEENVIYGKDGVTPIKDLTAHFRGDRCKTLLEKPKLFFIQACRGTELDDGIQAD
# Target sequence (P55210 207-303 limits assumed): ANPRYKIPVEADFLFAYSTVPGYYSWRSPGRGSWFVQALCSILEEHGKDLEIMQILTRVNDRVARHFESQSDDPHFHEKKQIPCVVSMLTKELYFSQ
# Caspase-1 inhib: caspase-1 (human) inhibition, allosteric or competitive. P29466. Caspase-1 enzyme, Ac-WEHD-AFC fluorogenic rate. Potency, µM (highest dose often 57.5 µM), inactives show at the top dose activity change, negative = inhibition, usual class: inhibitors. actives 0.03% (n = 75,000). AID 900;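 further: potency means the concentration at half of the fitted maximal effect; plate controls were vehicle for no effect and no substrate for full effect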
# ERK AVP inh: vasopressin-driven ERK pathway inhibition; HEK293-V1b, vasopressin-stimulated pERK AlphaScreen; Potency, µM (highest dose often 57.5 µM), for inactives: at the highest dose activity, negative = inhibition, usual class: inhibitors; actives 0.99% (n = 72,000); AID 995; further: potency means the concentration at half of the fitted maximal effect; on the % scale 0 is the no-effect control and ±100 the full control effect; nearly all actives have a fitted effect of over 55% in size
#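 Phosphorylated ERK1/2 detected via AlphaScreen bead proximity in lysates of V1b-expressing HEK293 cells given 25 nM vasopressin for 5 min after 30 min compound exposure (37 °C). AC50 from Hill equation; basal DMSO 0%, vasopressin 100%.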
# USP2a inh: inhibitors of human ubiquitin-specific protease USP2a | USP2a enzymatic assay, qHTS inhibition | Potency, µM (doses to about 38.3 µM), for inactives: top-dose activity change, negative = inhibition, most hits filed as inhibitors | actives 0.1% (n = 60,000);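 further: potency means the concentration at half of the fitted maximal effect; nearly all actives have a fitted effect of over 60% in size; plate controls were DMSO for no effect and NEM full inhibition control for full effect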
#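 USP2 core (20nM final) preincubated 30 min RT with compound, then Ub-PLA2 20nM and NBD C6-HPC 20uM final added; buffer 20mM Tris-HCl pH 8.0, 2mM CaCl2. Fluorescence Ex 460/Em 535 read at 0 and 2.5 h; normalized to NEM.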
# * hit, by the source's call; i = inactive; ? = inconclusive; . = no result given; [ ] = dose if it differs, or a comment. Unless noted, the call rests on the fitted dose curve; in most records, active means well fitted curve in the direction sought with a large enough effect; inconclusive means small, poorly fitted or top-dose-only effect, or another doubt; inactive means no such curve, though single readings can be large; an effect the other way counts as inactive or inconclusive.
1) C=C(C)c1cccc(C(C)(C)NC(=O)NCC2CCCO2)c1 (stereo unspecified)
2) CCCc1nc(SCC(=O)N2CCCc3ccccc32)c2c(=O)n(C)c(=O)n(C)c2n1
3) CC(C)(C)NC(=O)Cn1nnc(-c2cccs2)n1
4) Cn1c(SCc2c(Cl)cccc2Cl)nnc1-c1cccs1
5) CNS(=O)(=O)c1ccc(Oc2ccc(S(=O)(=O)NC)cc2)cc1
6) O=C1CC(N2CCN(Cc3ccccc3)CC2)C(=O)N1CCc1ccccc1 (stereo unspecified)
7) COC(=O)[C@@]1(Cc2ccc(F)cc2)[C@H]2c3cc(C(=O)N4CCCC4)n(Cc4cccc5ccccc45)c3C[C@H]2CN1C(=O)c1ccccc1
8) COc1cccc(C(=O)COC(=O)C(C)N2C(=O)c3ccccc3C2=O)c1 (stereo unspecified)
Assay by compound,1,2,3,4,5,6,7,8
Luciferase inh,0%,4%,-1%,-5%,3%,1%,.,1%
A350 autofl,.,.,6.6e-08M*,i,.,.,.,.
BRCT inh green,-2.2%,3.6%,2.7%,-0.9%,-0.5%,2.9%,0.6%,0.4%
CRE-bla Fsk,-3%,?,?,?,8%,-7%,-6%,?
HEK293 cAMP ctrl,17%,2%,11%,13µM*,9%,-14%,?,13%[11.4 µM]
BRCT inh red,-1.0%,0.1%,-0.1%,-1.1%,1.0%,0.2%,-0.4%,0.5%
Tau filament bind,-7%,148%,?,7%,12%,-15%,22%,1%[11.4 µM]
Casp7 inh,0%,-4%,?,0%,-2%,0%,-5%,-1%
Caspase-1 inhib,0%,-4%,?,-1%,-3%,1%,0%,-1%
ERK AVP inh,5%,.,-17%,-8%,-6%,5%,-23%,-19%
USP2a inh,3%,.,42%[activator],6%,.,5%,.,1%[7.66 µM]

# Filtered by structure, the entries above with two or more sulfur atoms
4) Cn1c(SCc2c(Cl)cccc2Cl)nnc1-c1cccs1
5) CNS(=O)(=O)c1ccc(Oc2ccc(S(=O)(=O)NC)cc2)cc1
Assay by compound,4,5
Luciferase inh,-5%,3%
A350 autofl,i,.
BRCT inh green,-0.9%,-0.5%
CRE-bla Fsk,?,8%
HEK293 cAMP ctrl,13µM*,9%
BRCT inh red,-1.1%,1.0%
Tau filament bind,7%,12%
Casp7 inh,0%,-2%
Caspase-1 inhib,-1%,-3%
ERK AVP inh,-8%,-6%
USP2a inh,6%,.

# The listing continues.
9) Cc1noc(C)c1-c1nc(NCCN2CCOCC2)c2ccccc2n1
10) COc1ccc(N2CCN(c3nc4c(c(=O)n(C)c(=O)n4C)n3CCCc3ccccc3)CC2)cc1
11) Cc1noc(C)c1COC(=O)CN(C)S(=O)(=O)c1ccc(Cl)cc1
12) O=C(CSc1nnnn1C1CCCCC1)Nc1cccc(NC(=O)c2ccco2)c1
13) COc1cc(OC)c(OC)cc1CN(C)CCc1ccccn1
14) CCC1=C2CC[C@H]3C(=O)N(CC(=O)OC)C(=O)[C@H]3[C@H]2[C@@]2(C)C(=NCCc3c[nH]c4ccccc34)OC(=O)N2C1=O
15) CCC(C(=O)OC)n1cnc2c(cnn2-c2ccc(Cl)cc2)c1=O (stereo unspecified)
16) CC(=O)Nc1ccc(S(=O)(=O)c2ccc(N)cc2)cc1
Assay by compound,9,10,11,12,13,14,15,16
Luciferase inh,-3%[2.29 µM],3%,4%,-4%,3%,.,0%,1%
A350 autofl,i,i,i,?,i,.,i,i
BRCT inh green,-1.1%,-0.6%,-3.1%,-1.4%,-0.9%,-2.7%,0.3%,-2.6%
CRE-bla Fsk,3%,8%,11%,-12%,-1%,.,?,-2%
HEK293 cAMP ctrl,3%,-3%,10%,-2%,3%,.,5%,8%
BRCT inh red,0.5%,0.3%,-2.4%,-0.8%,2.1%,-3.0%,1.6%,0.0%
Tau filament bind,7%,-9%,3%,-15%,3%,.,-8%,6%
Casp7 inh,-2%,2%,1%,7%,0%,-9%,1%,-5%
Caspase-1 inhib,-4%,-1%,0%,-2%,-1%,-7%,1%,1%
ERK AVP inh,-16%,-1%,6%,-26%,-1%,25%,0%,-4%
USP2a inh,63%[activator],9%,-2%,24%,5%,.,-1%,-8%

17) COc1cccc(-c2cc3nc4c(c(N5CCC6(CC5)OCCO6)n3n2)CCCC4)c1
18) COc1ccccc1OCC(=O)c1[nH]c(C)c(C(C)=O)c1C
19) CCOc1ccccc1C(=O)N(C)Cc1cc2cc(OC)ccc2[nH]c1=O
20) O=C(Nc1ccccc1)N1CCC2(CC1)CCN(C(=O)c1ccco1)CC2
21) COc1ccc2[nH]c(C)c(CCN3C(=O)C4CC=CCC4C3=O)c2c1 (stereo unspecified)
22) O=C(CCN1C(=O)c2ccccc2C1=O)N1CCN(Cc2ccccc2)CC1
23) O=C(O)c1ccc2c(c1)C(=O)N(CCC1=CCCCC1)C2=O
24) Cc1cccc2cc(CN(CCN3CCOCC3)C(=O)NCc3ccccc3)c(=O)[nH]c12
Assay by compound,17,18,19,20,21,22,23,24
Luciferase inh,-7%,-1%,4%,0%[11.4 µM],2%,.,0%,2%
A350 autofl,1.3e-07M*,i,3.8e-07M*,i,.,.,i,i
BRCT inh green,1.6%,0.8%,0.2%,-0.5%,-0.8%,-0.6%,-0.6%,-1.4%
CRE-bla Fsk,?,-9%,?,-19%,7%,.,4%,-3%
HEK293 cAMP ctrl,?,6%,20%,-7%,2%,-5%,3%,12%
BRCT inh red,-2.2%,-1.3%,-1.5%,-2.2%,-0.9%,-0.4%,-0.7%,1.7%
Tau filament bind,43%,-15%,-12%,5%,-13%,.,8%,4%
Casp7 inh,-15%,-3%,-2%,-1%,0%,2%,-2%,2%
Caspase-1 inhib,-12%,-2%,-2%,-1%,-1%,-1%,-2%,-2%
ERK AVP inh,-20%,?,-29%,-10%,.,.,8%,1%
USP2a inh,1%,-8%,18%,5%,.,.,-9%,1%

25) Cc1cccc(C)c1Nc1nnc(SCC(=O)NCc2ccco2)s1
26) O=C(COc1ccc(Cl)cc1)NCc1nnc(SCC(=O)Nc2ccc3c(c2)OCCO3)o1
27) O=S(=O)(c1ccccc1)N1CCC2(CCCN(C(c3ccccc3)c3ccccc3)C2)CC1
28) Cn1c2c(c(=O)n(C)c1=O)C(c1cc3c(cc1Br)OCO3)CC(=O)N2 (stereo unspecified)
29) COc1ccc(S(=O)(=O)CCC(=O)NCCc2ccc(S(N)(=O)=O)cc2)cc1
30) O=Cc1ccc(Cl)c(Cl)c1
31) Cc1occc1-c1nnc(SCC(=O)NC(C)(C)C)n1C(C)c1ccccc1 (stereo unspecified)
32) COc1ccc(CNc2ncncc2-c2c(C)noc2C)c(OC)c1
33) Cc1cc(O)c(C(C)C)cc1NC(=O)Cn1nc(C)c2ccccc2c1=O
34) CN(C)CCCN1C(=O)C(=O)/C(=C(/O)c2ccc(S(=O)(=O)N(C)C)cc2)C1c1ccncc1 (stereo unspecified)
Assay by compound,25,26,27,28,29,30,31,32,33,34
Luciferase inh,1%,-6%,0%[11.4 µM],2%,1%,.,4%,0%[2.29 µM],2%,.
A350 autofl,i,i,i,.,i,.,i,i,i,.
BRCT inh green,-3.7%,-1.4%,-1.5%,-0.1%,-2.6%,-0.2%,-2.1%,-2.4%,-0.6%,0.5%
CRE-bla Fsk,-3%,-1%,1%,-1%,?,?,-4%,11%,-7%,.
HEK293 cAMP ctrl,14%,-1%,6%,27%,26%[2.29 µM],14%,?,11%,-7%,-8%
BRCT inh red,0.4%,-0.9%,-1.8%,0.1%,0.4%,0.8%,-0.6%,0.0%,0.6%,1.3%
Tau filament bind,4%,-2%,8%,0%,14%,-4%,-4%,-6%,-4%,.
Casp7 inh,1%,0%,-1%,-1%,0%,-2%,7%,-5%,0%,0%
Caspase-1 inhib,2%,-1%,-4%,0%,-2%,1%,0%,-4%,-2%,1%
ERK AVP inh,29%,-26%,7%,0%,8%,28%,12%,1%,-13%,.
USP2a inh,-5%,31%[activator],91%[activator],.,-2%,.,6%,6%,51%[activator],.

# Entries of single compounds, quoted from the list. Order of screens: Luciferase inh | A350 autofl | BRCT inh green | CRE-bla Fsk | HEK293 cAMP ctrl | BRCT inh red | Tau filament bind | Casp7 inh | Caspase-1 inhib | ERK AVP inh | USP2a inh
# `Cc1cccc(C)c1Nc1nnc(SCC(=O)NCc2ccco2)s1` is listed with 1% | i | -3.7% | -3% | 14% | 0.4% | 4% | 1% | 2% | 29% | -5%
# `CN(C)CCCN1C(=O)C(=O)/C(=C(/O)c2ccc(S(=O)(=O)N(C)C)cc2)C1c1ccncc1` (stereo unspecified) is listed with . | . | 0.5% | . | -8% | 1.3% | . | 0% | 1% | . | .

# Screens: PubChem, National Center for Advancing Translational Sciences (NCATS)
